High-throughput results from PubChem BioAssay.
GoLoco inh red – blocks human Gai1 binding to RGS12 GoLoco peptide, red readout | P63096 | Gai1:RGS12 GoLoco peptide FP, rhodamine, 10 min | Potency, µM (top dose mostly 61.6 µM), for the others: at the top dose activity, negative = inhibition, actives largely listed as inhibitors | 230,000 tested, 0.44% active; active = well fitted inhibition curve with a large enough effect, not every such curve was filed as active; inactive = no such curve, though single readings can be large or run the other way; note: % is set by controls: 0 for no effect and ±100 for the full control effect; nearly all actives have a fitted effect of over 30% in size; many of its hits are not listed in these tables
Target sequence (P63096 whole entry, looked up): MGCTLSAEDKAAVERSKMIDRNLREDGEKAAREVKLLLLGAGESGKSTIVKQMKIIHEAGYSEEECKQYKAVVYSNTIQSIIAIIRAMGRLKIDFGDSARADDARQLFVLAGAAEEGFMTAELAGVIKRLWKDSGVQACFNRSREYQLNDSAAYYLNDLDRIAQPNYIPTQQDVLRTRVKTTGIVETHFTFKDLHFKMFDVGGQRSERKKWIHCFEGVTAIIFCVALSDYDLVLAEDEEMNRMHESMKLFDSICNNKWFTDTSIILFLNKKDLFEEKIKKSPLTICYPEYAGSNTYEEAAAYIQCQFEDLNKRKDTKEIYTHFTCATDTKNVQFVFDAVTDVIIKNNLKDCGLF
LMNA splice mod – modulators of lamin A splicing; HeLa LMNA splicing GFP/RFP minigene ratio, 48 h; Potency, µM (highest dose often 46.1 µM), for inactives: at the top dose ratio change, negative = inhibition, usual class: inhibitors; 200,000 tested, 0.01% active; AID 1487; active = well fitted inhibition curve with a large enough effect in the signal ratio, with a control signal flat, not every such curve was filed as active; inconclusive = small, poorly fitted or top-dose-only effect, or effect the other way, or a change in a side signal; the % refers to the signal ratio; note: % is set by controls: 0 for no effect and ±100 for the full control effect
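S3 HeLa cells stably expressing lamin A-EGFP splicing minigene plus DsRed2, 600 cells/well, 48 h compound exposure at 37C. Laser-scanning cytometry; analysed as GFP (500-530 nm)/RFP (575-640 nm) total intensity ratio; 0.5% DMSO vehicle.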
SMN2 splice enh – enhancers of SMN2 splice variant expression; HEK293 SMN2-luciferase splicing reporter, luminescence, 30-36 h; Potency, µM (doses to about 46.1 µM), inactives show at the top dose activity change, positive = activation, hits mostly activators; 210,000 tested, 2.8% active; AID 1458; note: % of control where 0% means no effect; nearly all actives have a fitted effect of over 55% in size
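qHTS luciferase splicing reporter: luminescence rises when SMN2 exon 7 is included in transfected HEK293 cells. Compound exposure lasted 30-36 h at 37C, with 4.5 mM final sodium butyrate as control, followed by a ONE-Glo read.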
ALDH1A1 block – inhibitors of human aldehyde dehydrogenase 1A1; P00352; Purified ALDH1A1, NADH fluorescence, propionaldehyde substrate; Potency, µM (highest dose often 75.3 µM), inactives show top-dose activity, negative = inhibition, hits mostly inhibitors; 220,000 tested, 7.3% active; AID 1030; active = well fitted inhibition curve with a large enough effect, not every such curve was filed as active; inconclusive = small, poorly fitted or top-dose-only effect, or another doubt; inactive = no such curve, though single readings can be large or run the other way;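 note: plate controls were no enzyme wells and a reference inhibitor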
KDM4E inh – JMJD2E (human) inhibition. B2RXH2. JMJD2E catalytic domain, FDH-coupled NADH fluorescence (FDH is formaldehyde dehydrogenase). Potency, µM (series often up to 57.1 µM), without a hit: top-dose activity change, negative = inhibition, most hits filed as inhibitors. 230,000 tested, 1.6% active; active = well fitted inhibition curve with a large enough effect, not every such curve was filed as active; inconclusive = small, poorly fitted or top-dose-only effect, or another doubt; inactive = no such curve, though single readings can be large or run the other way;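 note: 0% = wells with enzyme and -100% = buffer wells without enzyme; nearly all actives have a fitted effect of over 50% in size; many of its hits are not listed in these tables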
TR SRC2 fluor cs – Texas Red fluorescence interference in TRb-SRC2 counter-screen; TRb/SRC2 Texas Red total fluorescence interference; Potency, µM (titrated, usually from 106 µM), for the others: at the highest dose fluorescence change, negative = quenching; 280,000 tested, 0.29% active; AID 1479; active = well fitted curve in either direction with a large enough effect; inconclusive = small, poorly fitted or top-dose-only effect; note: % is set by controls: 0 for no effect and ±100 for the full control effect
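Human TRb ligand-binding domain at 0.6 uM with 20 nM Texas Red SRC2 peptide in Tris buffer containing 1 uM T3 and 5% DMSO, incubated with compound 5 h at ambient temperature. Total fluorescence (555/632 nm) calculated as parallel + 2 × perpendicular.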
TRb-SRC2 inh – disrupts binding of human TR beta to SRC2 | P10828 | TRbeta-SRC2 peptide binding, fluorescence polarization; receptor liganded with 1 µM T3 | Potency, µM (series often up to 106 µM), inactives show at the top dose activity change, negative = inhibition, most hits filed as inhibitors | 280,000 tested, 0.065% active | AID 1469;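 note: plate controls were bound peptide for no effect and peptide without receptor for full effect; nearly all actives have a fitted effect of over 50% in size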
Target sequence (P10828 whole entry, looked up): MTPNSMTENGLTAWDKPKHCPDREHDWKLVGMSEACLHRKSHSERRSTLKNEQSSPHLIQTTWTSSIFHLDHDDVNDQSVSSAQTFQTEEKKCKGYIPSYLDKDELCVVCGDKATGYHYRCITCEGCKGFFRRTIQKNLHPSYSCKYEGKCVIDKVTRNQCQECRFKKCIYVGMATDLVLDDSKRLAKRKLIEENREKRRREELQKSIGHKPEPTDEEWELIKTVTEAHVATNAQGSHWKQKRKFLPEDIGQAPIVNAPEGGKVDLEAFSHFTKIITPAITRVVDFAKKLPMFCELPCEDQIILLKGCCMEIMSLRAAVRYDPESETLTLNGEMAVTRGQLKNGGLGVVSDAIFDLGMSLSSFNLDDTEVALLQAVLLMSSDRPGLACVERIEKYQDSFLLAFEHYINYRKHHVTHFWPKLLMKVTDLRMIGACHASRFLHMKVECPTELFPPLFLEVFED
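Fluorescence polarization of 20 nM Texas Red SRC2 peptide with 0.6 uM human TRb ligand-binding domain, in Tris buffer with 1uM T3 and 5% DMSO. Incubated 5 hr ambient; normalized to unbound and bound controls.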
RECQ1 helicase – inhibitors of human RECQ1 DNA helicase. Potency, µM (titrated, usually from 57.3 µM), without a hit: at the top dose activity, negative = inhibition, most hits filed as inhibitors. 240,000 tested, 0.54% active. RECQ1 DNA unwinding, red fluorescence kinetic read;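 note: plate controls were vehicle for no effect and no enzyme for full effect; nearly all actives have a fitted effect of over 30% in size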
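50 nM RECQ1T1 preincubated 15 min with compound in Tris pH 8.0 buffer with MgCl2, DTT, Tween-20 and 2.5 ug/ml poly(dI-dC); started with 200 nM TAMRA/BHQ-2 forked duplex and 2 mM ATP. Unwinding read as fluorescence (525/598 nm), two reads 2 h apart.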
The depositor's hits bear a star; i = inactive; ? = inconclusive; . = no result given; [ ] = another dose, or the depositor's remark. Unless noted, calls come from the whole dose curve; as a rule, active = well fitted curve in the direction sought with a large enough effect; inconclusive = small, poorly fitted or top-dose-only effect, or another doubt; inactive = no such curve, though single readings can be large; an effect the other way counts as inactive or inconclusive. Potency is the fitted concentration of half-maximal effect.

No.	SMILES	GoLoco inh red	LMNA splice mod	SMN2 splice enh	ALDH1A1 block
1	CS(=O)(=O)N1CCN(C/C=C/c2ccccc2)CC1	-11%	1%	-32%	9%
2	Clc1cccc(-c2ccnc3nc(-n4cccc4)nn23)c1	3%	12%	-3%	-7%
3	COc1ccc(Cn2cccc(NC(=O)Nc3cccc(C#N)c3)c2=O)cc1	5%	4%	-35%[inhibitor]	?
4	OCC1(Cc2ccccc2)CCN(Cc2ccccn2)CC1	12%	?	.	-2%
5	CC1(C)CC(=O)C2=C(C1)c1c(ccc3ccccc13)NC2c1ccco1 (configuration not stated)	13%	?	-10%	?
6	Cc1ccc(NC(=O)c2ccc(NCCN)c([N+](=O)[O-])c2)cc1	10%	?	?	?
7	CN(c1ccc(C(=O)Nc2ccccc2C(F)(F)F)cc1)S(C)(=O)=O	3%	-8%	?	-11%
8	COc1ccc(NC(=O)c2c(NC(=O)CNCc3ccco3)sc3c2CCC3)c(OC)c1	12%	5%	-28%	-15%
9	CCn1cc(C(c2ccccc2)C(C(C)=O)[N+](=O)[O-])c2ccccc21 (configuration not stated)	8%	.	.	.
10	COc1ccc(-c2csc(Nc3cccnc3)n2)cc1	-3%	?	7%	28µM*
11	COc1ccc(OC)c(NC(=O)CCCN2C(=S)NC(C)(C)CC2C)c1 (configuration not stated)	6%	-3%	-12%[1.84 µM]	-1%
12	CCCCC(=O)Nc1ccc2c(c1)nc(CCN1CCOCC1)n2C	2%	-16%	-8%	5%

No.	KDM4E inh	TR SRC2 fluor cs	TRb-SRC2 inh	RECQ1 helicase
1	-1%	2%	-3%	-4%
2	-1%	-1%	5%	4%
3	?	-3%	-13%	-6%
4	8%	-10%	-1%	12%
5	?	-1%	3%	-8%
6	-3%	-1%	3%	-10%
7	-1%	-1%	-8%	11%
8	-6%	-3%	-7%	-4%
9	-3%	-3%	3%	-15%
10	-2%	-1%	1%	-3%
11	-1%	0%	7%	1%
12	?	-1%	0%	i

Additional structures.
No.	SMILES	GoLoco inh red	LMNA splice mod	SMN2 splice enh	ALDH1A1 block
13	c1ccc2c(c1)N1CCN=C1N2CCN1CCCCC1	0%	2%	-15%	?
14	CSc1cccc(NC(=S)N(CCCN2CCCC2)Cc2cccn2Cc2ccc(Cl)cc2)c1	-5%	.	-103%[inhibitor]	?
15	Oc1ccc(CNc2ccccc2)c2cccnc12	2%	?	-9%	10µM*
16	COc1ccc(N=Cc2nc(-c3ccccc3)oc2OC(C)=O)cc1	-1%	.	.	.
17	CC1(C)CC(=O)c2c(nn(-c3ccccc3)c2N)C1	-3%	-14%	-17%	-9%
18	COc1ccc(N(C(=O)/C=C/c2ccccc2)C2=CC3CCC(C2)N3C)cc1 (configuration not stated)	2%	.	.	.
19	COCCn1c(CN2CCN(c3ccc(F)cc3)CC2)nc2c1c(=O)n(C)c(=O)n2C	3%	.	.	14%
20	Cc1nc2cc3c(cc2s1)OCO3	-8%	.	.	.
21	C#CCOCCOCCOCCNc1nc(N2CCN(C(=O)[C@H](CCCCN)n3cc([C@@H](N)CO)nn3)CC2)nc(N2CCN(C(=O)[C@H](Cc3cc4ccccc4[nH]3)n3cc([C@@H](N)CO)nn3)CC2)n1	-3%	.	.	.
22	O=C(c1ccco1)N1N=C(c2cccs2)CC1c1ccc(F)cc1 (configuration not stated)	79%	7%	-9%	20µM*
23	CSCCOC(=O)C1=C(C)NC(=O)CC1c1ccccc1Cl (configuration not stated)	.	?	.	4%
24	COC(=O)c1ccc(-n2cnc(Cl)n2)c(F)c1	-3%	10%	3%	6%

No.	KDM4E inh	TR SRC2 fluor cs	TRb-SRC2 inh	RECQ1 helicase
13	-6%	4%	-7%	6%
14	-3%	0%	3%	-19%
15	8.9µM*	-2%	4%	-5%
16	12%	-2%	-1%	3%
17	7%	6%	0%	-6%
18	?	-2%	-2%	-1%
19	7%	-2%	-6%	i
20	1%	-2%	-4%	4%
21	-19%	-1%	1%	-1%
22	?	-1%	-20%	i
23	2%	3%	6%	i
24	8%	-7%	2%	-3%

3 of the compounds above, bar-delimited:
No. | molecule | GoLoco inh red | LMNA splice mod | SMN2 splice enh | ALDH1A1 block | KDM4E inh | TR SRC2 fluor cs | TRb-SRC2 inh | RECQ1 helicase
13 | c1ccc2c(c1)N1CCN=C1N2CCN1CCCCC1 | 0% | 2% | -15% | ? | -6% | 4% | -7% | 6%
23 | CSCCOC(=O)C1=C(C)NC(=O)CC1c1ccccc1Cl (configuration not stated) | . | ? | . | 4% | 2% | 3% | 6% | i
21 | C#CCOCCOCCOCCNc1nc(N2CCN(C(=O)[C@H](CCCCN)n3cc([C@@H](N)CO)nn3)CC2)nc(N2CCN(C(=O)[C@H](Cc3cc4ccccc4[nH]3)n3cc([C@@H](N)CO)nn3)CC2)n1 | -3% | . | . | . | -19% | -1% | 1% | -1%

Next part
No.	SMILES	GoLoco inh red	LMNA splice mod	SMN2 splice enh	ALDH1A1 block
25	CS(=O)(=O)N1CCN(c2cnn(-c3ccccc3)c(=O)c2Cl)CC1	6%	3%[46 µM]	.	?
26	O=C1C2C3C=CC(C3)C2C(=O)N1c1ccc(S(=O)(=O)Nc2nccs2)cc1 (configuration not stated)	3%	.	.	.
27	O=C(O)CCCn1nc(C(F)(F)F)c2c1CCCCC2	-16%	-3%	-10%	?
28	CC12CCC(c3n[nH]c(=S)nc31)C2(C)C (configuration not stated)	1%	1%	-9%	20µM*
29	Cc1sc(NC(=O)c2ccccc2)c(C#N)c1-c1ccccc1	11%	-6%	8.9µM*	?
30	CC(=O)NC(Cc1ccccc1F)C(=O)NC1CCN(C(=O)c2cnccn2)CC1 (configuration not stated)	1%	7%	5%	5%
31	Cc1c(Cl)c(C(F)(F)F)nn1CC(=O)NN	3%	-6%[9.22 µM]	-6%	11%
32	CCOc1cc(/C=N/NC(=O)c2cccs2)ccc1OC(=O)N1CCOCC1	-8%	-9%	6%	-13%
33	Cc1ccc(N(C)C(=O)C2CCCN2S(=O)(=O)c2ccc3c(c2)n(C)c(=O)c(=O)n3C)cc1 (configuration not stated)	-1%	.	.	.
34	O=C(Nc1cnn(Cc2c(Cl)cccc2Cl)c1)C(c1ccccc1)c1ccccc1	7%	-4%	-23%	?
35	C#CC[N+](C)(C)CC#Cc1ccccc1	3%	.	.	9%
36	O=C(O)CSc1nc(-c2ccccc2)c(-c2ccccc2)[nH]1	-3%	.	.	.

No.	KDM4E inh	TR SRC2 fluor cs	TRb-SRC2 inh	RECQ1 helicase
25	8%	2%	-1%	-2%
26	-4%	-4%	3%	3%
27	5%	-2%	-7%	5%
28	-2%	-4%	8%	-5%
29	?	-3%	-4%	-14%
30	1%	-5%	1%	-2%
31	45%[activator]	1%	5%	?
32	-18%	-3%	8%	-15%
33	?	-3%	3%	-9%
34	1%	-6%	0%	-12%
35	?	-1%	-1%	i
36	?	-2%	6%	-4%

The listing continues.
No.	SMILES	GoLoco inh red	LMNA splice mod	SMN2 splice enh	ALDH1A1 block
37	CCc1sc(-c2c(C#N)c(N)nc3c2CCCCCC3)cc1[N+](=O)[O-]	9%	14%	8%	3%
38	Cc1cc(C)n2nc(C(=O)OCC(=O)N(CC(C)C)CC(C)C)nc2n1	-18%	.	-4%	0%
39	C(=N\N1CCN(Cc2ccccc2)CC1)/c1cccs1	-9%	-1%	36%	7%
40	COc1ccc(CCNC(=O)c2ccc(NS(=O)(=O)c3c(C)noc3C)cc2)cc1OC	2%	4%	-6%	6%
41	COCc1cc(C)n(CC(=O)NC(C)c2ccccc2)c(=O)c1C#N (configuration not stated)	-10%	4%	-1%	?
42	O=C(NCC(=O)N(Cc1ccccc1)C(C(=O)NC1CCCC1)c1ccco1)c1ccco1 (configuration not stated)	-9%	4%	?	?
43	COc1ccc(Cn2nnnc2CN2CCC(O)(c3ccc(F)cc3)CC2)cc1	9%	5%[46 µM]	.	1%
44	CC(=O)c1ccc2c(c1)OCCOCCOc1ccccc1OCCOCCO2	-13%	.	.	3%
45	CCN(Cc1ccccc1)S(=O)(=O)c1ccc(C(=O)Nc2nnc(-c3ccccc3OC)o2)cc1	-1%	?	-45%[inhibitor]	?
46	CCCn1nc(C(=O)Nc2cccc(C(=O)OC)c2)c2ccccc2c1=O	8%	?	-15%	4.5µM*
47	Cc1ccc(-c2nnn(CC(=O)N(CCO)C(C(=O)NC3CCCCC3)c3ccncc3)n2)o1 (configuration not stated)	2%	-12%[46 µM]	18%	-4%
48	CCCCN1CCc2[nH]c(=S)[nH]c(=O)c2C1	-18%	-10%	3%	?

No.	KDM4E inh	TR SRC2 fluor cs	TRb-SRC2 inh	RECQ1 helicase
37	-4%	2%	-3%	-21%
38	-6%	-1%	-2%	i
39	6%	1%	-6%	-17%
40	1%	-5%	-1%	i
41	?	-4%	6%	-9%
42	0%	0%	-8%	2%
43	10%	-6%	0%	19%
44	?	-3%	6%	i
45	?	1%	4%	i
46	2%	-5%	-7%	-1%
47	0%	-1%	-4%	-5%
48	-5%	0.71µM*[quencher]	-22%[53 µM]	-12%

Single entries from above:
C(=N\N1CCN(Cc2ccccc2)CC1)/c1cccs1 in RECQ1 helicase = -17%
Cc1cc(C)n2nc(C(=O)OCC(=O)N(CC(C)C)CC(C)C)nc2n1 in ALDH1A1 block = 0%

Continued:
No.	SMILES	GoLoco inh red	LMNA splice mod	SMN2 splice enh	ALDH1A1 block
49	Cc1cc(=O)oc2cc(OCC(=O)Nc3nnc(CC(C)C)s3)ccc12	76%[activator]	-7%	-10%	?
50	CC1=CC(C)C2C(=O)N(c3ccccc3)C(=O)C2C1 (configuration not stated)	5%	-8%	15%	-3%
51	CCOC(=O)c1nnn(-c2nonc2N)c1CN(C)C1CCCCC1	-2%	1%	-4%	2µM*
52	O=C(COC(=O)C1CC1)Nc1ccc(N=Nc2ccccc2)cc1	2%	0%	6.3µM*	-8%

No.	KDM4E inh	TR SRC2 fluor cs	TRb-SRC2 inh	RECQ1 helicase
49	?	2%	3%	-2%
50	1%	-3%	7%	-5%
51	5%	-1%	1%	0%
52	-2%	-8%	1%	i

These rows are one share of the data; count on the stated rates, not on these rows.
